Assay outcomes (PubChem)
PfGluPho inh: PfG6PD enzyme inhibitors, primary screen, biochemical, fluorescence intensity, uHTS; actives 0.78% (n = 350,000); glucose-6-phosphate dehydrogenase-6-phosphogluconolactonase (Plasmodium falciparum 3D7); PfGluPho enzyme, NADPH resazurin-diaphorase fluorescence; inhibition, % at 20 µM;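 active = inhibition reaching at least a set limit at 20 µM in the primary screen, cut at about 59% in these data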;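 note: 0% = DMSO wells with substrate and 100% = DMSO wells lacking glucose-6-phosphate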
ATG4B inh: ATG4B protease inhibitors, primary screen, biochemical, fluorescence, uHTS; Cysteine protease ATG4B (Homo sapiens), Q9Y4P1; ATG4B cleavage of LC3-PLA2, NBD-HPC fluorescence, 1 h; inhibition, % at 8.33 µM; actives 0.51% (n = 340,000); AID 504462, 2011; in the data active = inhibition above about 40%
Target sequence (Q9Y4P1 whole entry, looked up): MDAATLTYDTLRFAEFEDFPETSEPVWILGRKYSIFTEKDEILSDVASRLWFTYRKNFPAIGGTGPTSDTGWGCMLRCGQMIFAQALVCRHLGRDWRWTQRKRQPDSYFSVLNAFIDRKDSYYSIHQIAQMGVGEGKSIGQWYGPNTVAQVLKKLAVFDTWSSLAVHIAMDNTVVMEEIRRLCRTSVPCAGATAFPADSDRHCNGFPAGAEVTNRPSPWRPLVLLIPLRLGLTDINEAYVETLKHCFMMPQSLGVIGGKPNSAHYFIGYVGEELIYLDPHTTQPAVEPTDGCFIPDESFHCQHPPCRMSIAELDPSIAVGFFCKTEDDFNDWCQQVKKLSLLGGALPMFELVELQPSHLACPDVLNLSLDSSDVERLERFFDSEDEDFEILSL
SENP6 inh: SENP6 protease inhibitors, primary screen, biochemical, luminescence, uHTS | Sentrin-specific protease 6 (Homo sapiens), Q9GZR1 | Recombinant SENP6 catalytic domain, aminoluciferin luminescence | inhibition, % at 10 µM | actives 1.8% (n = 330,000);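 active = inhibition above about 50% at the single tested dose, limit read from the data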;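 note: plate controls were DMSO wells with enzyme for no effect and DMSO wells lacking enzyme for full effect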
NR3A LBD binder: binders of NR3A ligand-binding domain, primary screen, biophysical, differential scanning fluorimetry, uHTS | NR3A LBD differential scanning fluorimetry, Tm shift; 0% = protein alone, 100% = glycine-bound protein | Tm shift relative to glycine control, % at 25 µM | Glutamate receptor ionotropic, NMDA 3A (GRIN3A) ligand-binding domain | actives 2.5% (n = 340,000);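 active = melting temperature shift of at least 10% of the positive control shift, at one fixed dose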
MPTP inh: mitochondrial permeability transition pore inhibitors, primary screen, biochemical, isolated mouse mitochondria, absorbance | Ca2+ swelling absorbance, 30 min | actives 1.4% (n = 360,000) | inhibition, % at 10 µM;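 active = inhibition of 50% or more, scaled per plate between neutral and stimulator controls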;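 note: 0% = DMSO wells given calcium and 100% = 1 mM EGTA wells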
SENP8 block: human SENP8 protease inhibitors, primary screen, biochemical, fluorescence, Nedd8 protein substrate, uHTS; Sentrin-specific protease 8 (Homo sapiens), Q96LD8; recombinant SENP8; inhibition, % at 20 µM; actives 0.64% (n = 360,000); AID 602440, 2012; in the data active = inhibition mostly above about 40%, no sharp cut-off; inactive = mostly below about 27%
Target sequence (Q96LD8 whole entry, looked up): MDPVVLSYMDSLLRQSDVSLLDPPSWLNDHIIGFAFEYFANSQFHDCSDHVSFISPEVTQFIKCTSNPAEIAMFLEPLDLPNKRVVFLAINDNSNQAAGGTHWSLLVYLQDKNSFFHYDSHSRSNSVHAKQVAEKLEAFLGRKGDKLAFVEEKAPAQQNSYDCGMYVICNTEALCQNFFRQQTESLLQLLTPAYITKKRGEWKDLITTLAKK
hIAP activ: human IAP activators, primary screen, biochemical, luminescence, uHTS; Intestinal-type alkaline phosphatase (Homo sapiens), P09923; purified human IAP, CDP-Star luminescence, 30 min; stronger effect = higher value; 1 = vehicle-only enzyme, 0 = enzyme-free background; activation factor at 10 µM; actives 0.16% (n = 330,000);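 active = activation factor of the enzyme at least 2-fold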; note: the source names both 10 and 20 µM as test concentration; values of inactives mirror those of a sister screen read the other way
SENP1 inh: human SENP1 catalytic domain inhibitors, primary screen, biochemical, FRET, uHTS; Sentrin-specific protease 1 (Homo sapiens), Q9P0U3; recombinant SENP1 catalytic domain, CyPet-SUMO1-YPet FRET cleavage; inhibition, % at 10 µM; actives 0.21% (n = 360,000);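 active = inhibition at least 30% at 10 µM, raw YFP signal under a set limit, fluorescence ratio 0.5 to 1.5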;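 note: 0% = enzyme with DMSO and 100% = no enzyme wells; some results filed as inactive read as strong as hits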
Target sequence (Q9P0U3 419-644 limits assumed): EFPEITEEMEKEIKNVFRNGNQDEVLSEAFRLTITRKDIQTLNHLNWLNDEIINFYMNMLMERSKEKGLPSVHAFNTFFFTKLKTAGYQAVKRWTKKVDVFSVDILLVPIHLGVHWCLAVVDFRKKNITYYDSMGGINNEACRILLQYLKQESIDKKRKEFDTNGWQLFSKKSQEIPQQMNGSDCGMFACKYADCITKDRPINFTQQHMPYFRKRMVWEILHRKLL
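Material: hSENP1 catalytic domain, recombinant; medium: Tris pH 8 with BME, BSA, NP40 and catalase; compound: single concentration of 10 µM compound, 0.5% DMSO final; technique: FRET read of cyan and yellow fluorescence; timing: 50 min enzyme reaction, room temperature, light-protected; reagent: SFCypet-SUMO1-SFYpet substrate at 25 nM; control set: no-enzyme low, enzyme-DMSO high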
* = called active by the depositor; i = inactive; · = not tested or not shown.

| Structure | PfGluPho inh | ATG4B inh | SENP6 inh | NR3A LBD binder | MPTP inh | SENP8 block | hIAP activ | SENP1 inh |
| --- | --- | --- | --- | --- | --- | --- | --- | --- |
| CCN(CC)CCC(=O)c1ccc(F)cc1 | 9 | -8 | -10 | -1 | 1.8 | -1 | 1.1 | 3 |
| O=C(/C=C/c1ccco1)NC(=S)NNC(=O)c1ccco1 | -6 | -12 | -13 | -1 | 0.5 | 3 | 1.5 | 5 |
| Cc1cc(C)c(OCC(=O)Nc2nc3ccccc3[nH]2)c(C)c1 | 7 | -6 | 10 | -1 | -0.2 | -2 | 1.2 | 5 |
| Cc1ccc(S(=O)(=O)N2CCNC(=O)C2)c(C)c1 | -14 | 0 | -8 | 2 | 0.4 | 6 | 1 | 0 |
| Cc1ccc(-n2nc3c(=O)n(C(C)C(=O)NCc4ccco4)nc(C)c3c2C)cc1 (configuration not stated) | -23 | 5 | 2 | 0 | 1.6 | 10 | 0.82 | -1 |
| O=C(COc1ccc(Br)cc1)NC1CC1 | 1 | -14 | 5 | 1 | -1.5 | 7 | 1 | -1 |
| CCc1cc(=O)oc2cc(C)cc(OCC(=O)N3CCC(C(=O)NC(C)C)(c4ccccc4)CC3)c12 | -9 | -9 | -20 | -1 | -0.3 | -341 | 1.1 | -1 |
| Cc1noc(NS(=O)(=O)c2ccc(NC(=O)/C=C/c3ccc(Br)cc3)cc2)c1C | -29 | 6 | -12 | 7 | 0.1 | -25 | 1.1 | 1 |
| Cc1cccc(Cn2c(NCCO)nc3c2c(=O)n(C)c(=O)n3C)c1 | -7 | 7 | -6 | -2 | 0.7 | 20 | 1.1 | 3 |
| Cc1ccc(C2CC(=O)c3cnc(NC(=O)c4ccco4)nc3C2)cc1 (configuration not stated) | -17 | 10 | · | -3 | -8.8 | -6 | · | -3 |
| CCCCNC(=O)Oc1ccc(C(=O)N2c3ccccc3NC(=O)C2C)cc1 (configuration not stated) | -12 | 3 | -16 | 0 | -1.3 | 18 | 0.89 | 2 |
| CCN(CC)C(=O)CSc1nnc(-c2cc(-c3ccc(Cl)cc3)nc3ccccc23)o1 | -4 | -2 | -12 | -1 | -3.4 | -252 | 0.84 | -1 |
| Cc1cc(C)c(S(=O)(=O)n2ccc(-c3ccc(OCCN(C)c4ccccn4)cc3)n2)c(C)c1 | 4 | -8 | -7 | 4 | 1.6 | -2 | 1 | 0 |
| CN(C)c1oc(COc2ccc(F)cc2)nc1C#N | 0 | 6 | -22 | -1 | -0.3 | 12 | 0.95 | 2 |
| COC(=O)c1scc(S(C)(=O)=O)c1-n1cccc1 | -3 | 2 | -9 | 1 | 3.3 | 18 | 0.91 | 2 |
| CC1=CC(C)(C)Nc2ccc(OC(=O)CN3C(=O)C4CCCCC4C3=O)cc21 (configuration not stated) | 71* | -3 | 4 | -4 | 0.3 | -476 | 1 | -28 |
| COc1ccc(NC(=O)CC2C(=O)OCC3CCCCN32)cc1Cl (configuration not stated) | 0 | -2 | 2 | -1 | -0.8 | 0 | 1 | 0 |
| Cc1ccccc1C(=O)NC1CC2CCCC(C1)N2CC(C)C (configuration not stated) | 0 | · | · | · | -2.1 | 30 | · | 2 |
| CC(=O)c1ccc(OCCCC(=O)n2nnc3ccccc32)cc1 | 18 | -5 | -11 | -12 | 4.3 | 7 | 0.95 | -3 |
| CCOC(=O)Cn1cnc(C)c1 | 1 | -5 | · | -1 | 0.8 | -1 | · | 0 |
| Cn1c(NC(=O)CC2CCCCC2)cc(=O)n(C)c1=O | -7 | -7 | -9 | -1 | -1.4 | 12 | 0.86 | 1 |
| Cc1ccc(NC(=O)c2ccc(S(=O)(=O)N3CCOCC3)cc2)cc1 | -10 | 2 | -3 | 1 | 0.5 | 23 | 0.82 | -1 |
| COc1ccc(NC(=O)COc2ccc(/C=N/O)cc2OC)cc1 | 7 | -11 | -1 | 0 | -1.0 | 12 | 1.1 | 0 |
| COc1ccccc1NC(=O)Nc1nnc(CC(=O)Nc2ccccc2C)s1 | -11 | 2 | -21 | -17 | -1.2 | 12 | 1.1 | -1 |
| CC(Sc1nnnn1-c1ccccc1)C(=O)NC1CCCC1 (configuration not stated) | 1 | -4 | -7 | -1 | -0.7 | -8 | 1 | 0 |
| CCOc1ccc(CN(C)CC(=O)Nc2cc(OC)c([N+](=O)[O-])cc2C)cc1 | -1 | 1 | 12 | -4 | 7.1 | 23 | 0.89 | 1 |
| COc1ccccc1NC(NC(=O)c1ccco1)C(=O)c1ccccc1 (configuration not stated) | 7 | 2 | -4 | 2 | 0.7 | 12 | 1.8 | 1 |
| Cc1ccccc1NC(=O)C1C2CC/C=C\CCC21 (configuration not stated) | -17 | 6 | -8 | -6 | -0.5 | 8 | 1 | 2 |
| O=C1CSC(c2ccccc2Cl)N1 (configuration not stated) | 9 | -5 | -29 | 1 | -1.1 | 16 | 1.1 | 0 |
| Cc1cccc([C@@H]2[C@@H]3C(=O)N(C)C(=O)[C@@H]3[C@@H]3C(=O)Nc4ccccc4C(=O)N23)c1 | 5 | -2 | -13 | 5 | -1.7 | -10 | 0.98 | 6 |
| CCOC(=O)CSc1nnc(CSc2nc3ccccc3c(=O)[nH]2)n1-c1ccccc1 | -12 | -4 | -5 | -7 | -2.3 | 14 | 1.4 | 0 |
| CCN(CC)CCN(C(=O)Cn1nnc(-c2ccc(C)o2)n1)C(C(=O)NC1CCCC1)c1ccc(F)cc1 (configuration not stated) | 12 | -7 | 1 | -2 | 1.0 | 2 | 0.96 | -3 |
| COc1cccc(Cn2c(=O)sc3ccccc3c2=O)c1 | -5 | -2 | 6 | 0 | 1.2 | 4 | 1 | 1 |
| Cc1ccc(NC(=O)NNC(=O)c2cc3ccccc3cc2O)c(C)c1 | -9 | -4 | 8 | -2 | 4.7 | -40 | 1.7 | 15 |
| CCOc1c2ccc(C(=O)NCc3ccc(OC(F)(F)F)cc3)cc2nn1C | 2 | -14 | -5 | 1 | 1.0 | i | 1.2 | 0 |
| CCOC(=O)C1=CNS(=O)(=O)NC1c1cccc(O)c1 (configuration not stated) | 5 | -1 | · | 0 | -1.6 | -15 | · | 0 |
| COc1ccc(-c2nn(-c3ccccc3C)cc2CNC(C)Cn2cncn2)cc1F (configuration not stated) | 9 | 4 | -6 | 0 | -0.5 | -3 | 1.1 | 1 |
| Cc1ccc(NC(=O)COC(=O)c2ccc(Br)o2)cc1S(=O)(=O)N1CCCCC1 | -2 | -57 | 1 | 0 | -2.2 | -2 | 0.99 | 1 |
| COc1cc(/C=N/NC(=S)NCCc2ccccc2)cc(OC)c1OC | -1 | -11 | · | -8 | 0.0 | 12 | · | 1 |
| OC1(C(F)(F)F)CC(c2ccc3ccccc3c2)=NO1 (configuration not stated) | 4 | -8 | -20 | 2 | 3.2 | 1 | 1.3 | 0 |
| CCOc1ccccc1NC(=O)C(C)SCc1ccccc1 (configuration not stated) | 12 | 5 | 12 | 4 | 0.2 | 5 | 0.91 | -1 |
| Cc1ccc(OCC(=O)Nc2cnn(CCCC(=O)O)c2)c([N+](=O)[O-])c1 | -21 | 11 | 2 | 1 | -2.0 | 16 | 0.9 | 2 |
| CC(=O)NC(CCS(C)(=O)=O)C(=O)Nc1ccc(F)cc1Cl (configuration not stated) | -1 | -6 | -16 | 0 | -2.1 | 30 | 1 | 0 |
| CCn1cc(C(=O)NCCC(C)C)c(=O)c2cc(F)c(N3CCN(C(=O)c4ccco4)CC3)cc21 | 21 | -9 | -24 | 1 | -2.6 | -337 | 1.1 | 1 |
| CNc1nc(C)cc(C)c1S(=O)(=O)c1ccc(Cl)cc1 | 9 | -2 | -24 | 0 | 1.5 | -444 | 0.9 | 0 |
| CCOC(=O)c1csc(NC(=O)c2ccc(OC)c(OC)c2)n1 | 4 | -19 | -25 | -1 | -1.5 | -4 | 0.99 | 2 |
| CCCCC(=O)Nc1ccc2c(c1)oc1ccccc12 | 14 | -11 | -13 | -2 | 6.2 | 18 | 0.82 | -1 |
| COc1ccc(/C=N/NC(=O)C[n+]2ccccc2)c(OC)c1 | -10 | 2 | -5 | -1 | 1.2 | 2 | 1 | 1 |
| NC(=O)c1ccc(NC(=O)CN2CCN(C(=O)c3ccco3)CC2)cc1 | -2 | -6 | 16 | -1 | -0.9 | 10 | 0.79 | 0 |
| CCOP(=O)(OCC)c1nc(-c2cccc3ccccc23)oc1N1CCCCC1 | 7 | 0 | -27 | -9 | 2.1 | -391 | 1.2 | -157 |

By substructure, those above containing an NH in an aromatic ring.
| Structure | PfGluPho inh | ATG4B inh | SENP6 inh | NR3A LBD binder | MPTP inh | SENP8 block | hIAP activ | SENP1 inh |
| --- | --- | --- | --- | --- | --- | --- | --- | --- |
| Cc1cc(C)c(OCC(=O)Nc2nc3ccccc3[nH]2)c(C)c1 | 7 | -6 | 10 | -1 | -0.2 | -2 | 1.2 | 5 |
| CCOC(=O)CSc1nnc(CSc2nc3ccccc3c(=O)[nH]2)n1-c1ccccc1 | -12 | -4 | -5 | -7 | -2.3 | 14 | 1.4 | 0 |

(listing goes on)
| Structure | PfGluPho inh | ATG4B inh | SENP6 inh | NR3A LBD binder | MPTP inh | SENP8 block | hIAP activ | SENP1 inh |
| --- | --- | --- | --- | --- | --- | --- | --- | --- |
| CCOC(=O)COc1nc(C)cc(C(F)(F)F)c1C#N | -3 | -11 | -25 | 1 | 1.4 | -419 | 0.95 | -92 |
| CC(C)(C)NC(=O)NC(=O)COC(=O)c1ccc2c(c1)S(=O)(=O)N=C1CCCCCN12 | 7 | -15 | -33 | -5 | 1.0 | 12 | 1 | 2 |
| Cc1ccc(NC(=O)CCCNC(=O)c2ccc(Cl)cc2)cc1S(=O)(=O)N1CCCCC1 | -13 | -12 | -4 | -8 | -0.7 | 5 | 1.1 | 0 |
| CC[N+](C)(CC)CCOC(=O)C1c2ccccc2Oc2ccccc21 | 9 | -1 | 11 | -1 | -4.1 | -3 | 1 | 2 |
| COc1ccc(C(=O)N=c2sc3c(C)ccc(OC)c3n2C)cc1 | 25 | -10 | 98* | -7 | 1.2 | -405 | 1 | 3 |
| CNC(=O)C1CC(=O)N(c2ccc(OCC(=O)Nc3ccc(F)cc3)cc2)C1 (configuration not stated) | 7 | 13 | · | 1 | -2.0 | -11 | · | -1 |
| CCOC(=O)C1CCN(c2cc3c(cc2NC(=O)c2ccc(F)cc2)n(C)c(=O)n3C)CC1 | 25 | -1 | 5 | -5 | 3.2 | -21 | 1.2 | 1 |
| COc1cc2c(cc1O)CCN(C(=O)CSc1nncn1C)[C@@H]2C | 4 | 3 | -13 | 2 | 1.2 | 11 | 0.87 | 0 |
| COCC(=O)N(C)C[C@H]1N[C@@](Cc2ccccc2)(C(=O)OC)[C@H]2C(=O)N(Cc3ccccc3)C(=O)[C@@H]12 | 6 | -10 | -9 | -1 | 0.1 | 14 | 1 | 1 |
| C=CCNc1oc(-c2cccs2)nc1C#N | -2 | 2 | -8 | -3 | -0.2 | -282 | 0.92 | 2 |
| O=C(CSC1=NCCS1)N1CCCC1 | -4 | -11 | -18 | 0 | 0.2 | 28 | 1.1 | 1 |
| COc1ccc(N2CCN(C(=O)Cc3ccc(Br)cc3)CC2)cc1 | 5 | -2 | -3 | -1 | 1.3 | -8 | 1 | -8 |
| Cc1ccc(NC(=O)COc2ccc(S(=O)(=O)N3CCOCC3)cc2)cc1 | 0 | -4 | -4 | -2 | 0.1 | 11 | 1 | -1 |
| NC(=O)COC(=O)CSc1cccc2cccc(Cl)c12 | 28 | -1 | 2 | -1 | 0.8 | 6 | 0.9 | 1 |
